Bioassay records as filed in PubChem BioAssay.
KB-V1 MDR tox: KB-V1 MDR subline cytotoxicity. AID 1347076. Potency, µM (top dose mostly 46.1 µM), without a hit: at the highest dose activity change, negative = cytotoxicity, most hits filed as cytotoxic. actives 3.4% (n = 400,000). KB-V1 MDR cells viability, CellTiter-Glo, 72 h; note: % is set by controls: 0 for no effect and ±100 for the full control effect; nearly all actives have a fitted effect of over 60% in size
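Cytotoxicity via CellTiter-Glo luminescence after 72 h compound exposure at 37 degrees C. Cells: drug-selected KB-V1 line, DMEM phenol-red free plus 10% FBS. Compounds tested at multiple concentrations; normalized data fitted to concentration-effect curves.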
GLP-1R agonist: activates the human GLP-1 receptor; P43220; HEK293 GLP-1R CRE-luciferase, luminescence, 4-6 h; cells express a hypersensitive GLP-1R form; Potency, µM (doses to about 45.6 µM), for the others: at the top dose activation, most hits filed as activators; actives 0.007% (n = 380,000); note: % of control where 0% means no effect
Target sequence (P43220 whole entry, looked up): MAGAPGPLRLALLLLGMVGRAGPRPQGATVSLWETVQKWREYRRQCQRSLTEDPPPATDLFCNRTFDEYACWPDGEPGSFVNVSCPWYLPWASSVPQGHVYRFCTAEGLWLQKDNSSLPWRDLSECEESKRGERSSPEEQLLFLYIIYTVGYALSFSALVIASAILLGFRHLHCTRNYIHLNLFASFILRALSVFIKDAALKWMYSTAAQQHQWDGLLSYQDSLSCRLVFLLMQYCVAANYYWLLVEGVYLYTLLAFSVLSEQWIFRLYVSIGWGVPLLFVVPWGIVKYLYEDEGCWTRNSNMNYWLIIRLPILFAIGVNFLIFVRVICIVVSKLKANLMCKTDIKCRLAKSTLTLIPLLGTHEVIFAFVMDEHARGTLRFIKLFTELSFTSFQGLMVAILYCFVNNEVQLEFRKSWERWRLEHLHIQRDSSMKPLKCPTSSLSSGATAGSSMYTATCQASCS
HT1080NT lethal: kills 2HG-producing HT-1080-NT fibrosarcoma cells; HT-1080-NT fibrosarcoma viability, CellTiter-Glo ATP luminescence, 48 h; Potency, µM (doses to about 46.1 µM), without a hit: at the highest dose activity, negative = less viability, usual class: cytotoxic; actives 1.6% (n = 360,000); AID 686970;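 note: NT is the 2HG producing partner of a matched IDH1 knockdown line; 0% = DMSO-treated cells and -100% = media-only wells without cells; nearly all actives have a fitted effect of over 55% in size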
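750 cells/well, RPMI + 5% FBS; 2 h settle, compound pin-transfer, 48 h at 37 degrees C. CellTiter-Glo 10 min RT, luminescence. Normalized to DMSO and media-only wells.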
TDP43 rescue: rescues yeast growth from TDP-43 toxicity. TDP-43 expressing yeast growth rescue, BacTiter-Glo, 24 h. Potency, µM (top dose mostly 46.1 µM), inactives show top-dose growth rescue (activation), usual class: activators. actives 1.8% (n = 410,000); note: % of control where 0% means no effect; nearly all actives have a fitted effect of over 50% in size
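Luminescence from BacTiter-Glo reports growth of TDP-43-expressing yeast after 24 hr at 30 deg C with compound. Cells were raffinose-pregrown to mid-log, then seeded in galactose medium at OD600=0.02.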
SW480 rerep: induces DNA re-replication in SW480 colon adenocarcinoma cells. AID 624297. actives 1.8% (n = 340,000). Potency, µM (doses to about 46.1 µM), without a hit: at the highest dose re-replication activation, most hits filed as activators. SW480 DNA re-replication, Hoechst DNA content imaging, 48 h; note: % of control where 0% means no effect; nearly all actives have a fitted effect of over 55% in size
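Image-based DNA-content assay: after two days of treatment, nuclei were labelled with the DNA dye Hoechst and imaged, and hits were compounds raising the count of nuclei showing high fluorescence intensity.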
GLP1R inv ag: acts as inverse agonist at human GLP-1 receptor; P43220; HEK293 GLP-1R CRE-luciferase, luminescence, 24 h; GLP-1R form is constitutively active; Potency, µM (highest dose often 38.3 µM), for inactives: top-dose activity change, negative = inhibition, actives largely listed as inhibitors; actives 1.6% (n = 410,000); AID 624417; note: % is set by controls: 0 for no effect and ±100 for the full control effect; nearly all actives have a fitted effect of over 55% in size
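Seeding at 200 cells/uL, 12 h culture, 24 hr compound treatment, then luciferase reagent and a luminescence read; cells are HEK293 stably expressing a constitutively active GLP-1R plus cAMP-responsive luciferase.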
KB-3-1 cytotox: kills parental KB-3-1 adenocarcinoma cells; KB-3-1 viability, CellTiter-Glo ATP luminescence, 72 h; Potency, µM (titrated, usually from 46.1 µM), without a hit: at the highest dose activity change, negative = cytotoxic, most hits filed as cytotoxic; actives 1.4% (n = 400,000); AID 1347075; note: % is set by controls: 0 for no effect and ±100 for the full control effect; nearly all actives have a fitted effect of over 60% in size
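Luminescent ATP read-out (CellTiter-Glo) measures survival of drug-naive KB-3-1 cells after 72 h compound exposure at 37 °C. Titration series was screened from lowest to highest concentration, with DMSO vehicle plates as background controls.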
HEK293 tox: cytotoxicity in counter-screen for GLP-1R inverse agonists; HEK293 cAMP-luciferase reporter cells, luminescence, 24 h; Potency, µM (titrated, usually from 38.3 µM), for the others: top-dose activity change, negative = inhibition, most hits filed as inhibitors; actives 0.13% (n = 410,000);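 note: loss of luciferase light is scored as toxicity; % is set by controls: 0 for no effect and ±100 for the full control effect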
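Cells in DMEM/10% Nu serum/1% pen-strep, 1536-well format. Pre-incubated 12 h, dosed with 23 nL compound, incubated a further 24 h. Luciferase detection, 12 min at room temp, luminescence.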
HT1080 IDH1KD tx: kills HT-1080 cells with IDH1 knockdown. HT-1080 IDH1 knockdown viability, ATP luminescence, 48 h. Potency, µM (highest dose often 46.1 µM), for inactives: top-dose activity, negative = toxicity, hits mostly cytotoxic. actives 2% (n = 360,000);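 note: 0% = DMSO wells and -100% = cell-free medium wells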
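Luminescent ATP read-out (CellTiter-Glo, 10 min at room temperature) after 48 h compound exposure at 37 °C gave viability of IDH1-knockdown HT-1080 cells. Activity was normalised to DMSO and cell-free wells, then fitted as concentration-response curves.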
Numbers without * were called inactive; ? = inconclusive; nt = no result given; & = joins results of further samples; [ ] = dose if it differs, or a comment. Calls come from the whole dose curve; as a rule, active = well fitted curve in the direction sought with a large enough effect; inconclusive = small, poorly fitted or top-dose-only effect, or another doubt; inactive = no such curve, though single readings can be large; an effect the other way counts as inactive or inconclusive. Potency is the fitted concentration of half-maximal effect.

Structure	HT1080NT lethal	HEK293 tox	GLP-1R agonist	SW480 rerep	KB-3-1 cytotox	GLP1R inv ag	HT1080 IDH1KD tx	TDP43 rescue	KB-V1 MDR tox
COc1cc(NC(=O)Cn2cnc3c2c(=O)n(C)c(=O)n3C)c(OC)cc1Cl	nt	13%	nt	nt	-6%	12%	nt	-2%	14%
CC(C)CN(CC(C)C)c1nc(-c2ccc(Cl)cc2)nc2ccccc12	nt	4%	-3%	nt	3%	2%	nt	35µM*	-5%
COc1ccc(NC(=O)CSc2nncn3c2cc2oc(C)cc23)cc1OC	nt	-3%	nt	nt	8%	11%	nt	19%	?
COC(=O)CSc1nnnn1-c1cccc2ccccc12	16%	9%	-8%	-1%	-23%	12%	0%	14%	29%
Cc1ccc2nc(CC(O)(c3ccccc3)c3ccccc3)ccc2c1	1%	1%	-3%	nt	0%	-29%	7%	2%	-28%
CCOc1ccc(NC(=O)Cn2cc(C(=O)c3ccc(C)cc3)c(=O)c3cc4c(cc32)OCCO4)cc1	nt	13%	1%	nt	-2%	5%	nt	-3%	2%
COC(=O)c1cc(S(=O)(=O)N2CCN(c3ccc(F)cc3)CC2)cn1C	-29%	-6%&2%	-3%	-28%	0%&-22%	-9%&0%	3%	18%&17%	?
Cc1c(C(=O)N2CCCCC2)c(S(=O)(=O)N2CCN(c3ccc(F)cc3)CC2)c(C)n1C	2%	0%	-6%	-6%	0%	18%	-1%	4%	-22%
COc1ccccc1C(=O)Oc1ccc(N2C(=O)CCC2=O)cc1	22%	-12%	-2%	0%	11%	9%	15%	-5%	24%
COc1ccc(NC(=O)CCCN2C(=O)C(c3ccccc3)Oc3cccnc32)cc1OC (stereo not given)	0%	-6%&0%	-1%&5%	-7%	0%&-27%	29%&15%	-14%	-5%&3%	-24%&-28%

The list goes on:
Structure	HT1080NT lethal	HEK293 tox	GLP-1R agonist	SW480 rerep	KB-3-1 cytotox	GLP1R inv ag	HT1080 IDH1KD tx	TDP43 rescue	KB-V1 MDR tox
CCOC(=O)C1(C)CCCCN1C(=O)c1ccccc1OC (stereo not given)	22%	-1%	0%	nt	0%	23%	?	11%	3%
Cc1ccc2c(c1)cc(CN(Cc1cccs1)C(=O)c1ccco1)c1nnnn12	-17%	-9%	13%	3%	-23%	?	-14%	?	?
O=C1OCC/C1=C\OCCCO/C=C1\CCOC1=O	-8%	1%	-1%	-4%	-12%	18%	-2%	-12%	-7%
N=c1sccn1CC(=O)Nc1cccc(S(N)(=O)=O)c1	-1%	-5%	-3%	4%	0%	9%	-4%	0%	0%
COC(=O)c1ccc(C)c(NS(=O)(=O)c2ccc3c(c2)OCCO3)c1	0.5µM*	?	19%	-2%	2.3µM*	0%	0.71µM*	2%	1.2µM*
CC(NC(=O)c1ccc2c(c1)CCN2S(=O)(=O)c1ccc(Cl)cc1)c1ccccc1 (stereo not given)	nt	-10%	nt	nt	-19%	?	nt	-2%	8%
Cc1cccc2nc(CSc3ccccc3C(=O)O)cn12	2%	0%	-1%	-2%	5%	3%	12%	-7%[9.22 µM]	0%
Cc1ccc(NC(=O)CCNS(=O)(=O)c2ccc3c(c2)oc(=O)n3C)cc1C	-1%	-4%	30%	6%	2%	-9%	4%	-7%	-13%
O=C(Cn1cncn1)N/N=C/c1cccc2ccccc12	0%	-5%	1%	-2%	1%	7%	3%	-4%	18%
COc1ccc(Cl)cc1NC(=O)C/C(C)=N/NC(=O)C(=O)NCc1ccccc1	?	-2%	9%	6%	1%	?	?	-6%	-5%

(further entries)
Structure	HT1080NT lethal	HEK293 tox	GLP-1R agonist	SW480 rerep	KB-3-1 cytotox	GLP1R inv ag	HT1080 IDH1KD tx	TDP43 rescue	KB-V1 MDR tox
COc1ccc(CNC(=O)C/C(C)=N/NC(=O)c2cnccn2)cc1	7%	-2%	7%	-11%	19%	3%	9%	-7%[9.22 µM]	29%
O=C(Nc1ccc(Cl)cc1)C1CCCN(c2ncnc3c2nc2n3CCCCC2)C1 (stereo not given)	?	-14%	-1%	4%	?	?	?	12%	0%
COc1ccc(NC(=O)CN(C)C(=O)C(C)Sc2ccccc2)cc1 (stereo not given)	7%	-3%	-1%	15%	nt	7%	12%	26%	nt
COc1ccc(C(=O)NC(=S)NNC(=O)c2c(-c3ccccc3)noc2C)cc1OC	?	-16%	7%	16%	?	-18%	?	-14%[1.82 µM]	?
O=C(CC[C@H]1O[C@@H](n2cnc3c(NC(=O)c4ccccc4)ncnc32)[C@H](O)[C@@H]1O)NCC1CCCO1 (stereo not given in full)	19%	0%	-5%	nt	-1%	35%[activator]	22%	8%	-1%
O=C(NCc1ccc(F)cc1F)c1cc(COc2c(F)cccc2F)on1	5%	-9%[0.307 µM]	4%	-2%	-5%	-16%[0.307 µM]	6%	3%	-8%
CN(C)S(=O)(=O)c1cccc(NC(=O)c2cc(=O)[nH]c(=O)[nH]2)c1	3%	-7%	6%	-1%	7%	4%	0%	8%	0%
CC(C)(C)NC(=O)CN1C(=O)NC(c2ccccc2)(c2ccccc2)C1=O	-6%	-9%	3%	3%	-2%	-37%	-6%	-5%	?
COc1cc(/C=C/c2[nH]c(=O)[nH]c(=O)c2[N+](=O)[O-])cc([N+](=O)[O-])c1O	8%	?	-6%	7%	-13%	19%	-1%	-4%	0%
COc1cc(/C=C2/SC(=S)N(c3ccccc3)C2=O)ccc1Oc1nc(N2CCOCC2)nc(N2CCOCC2)n1	-15%	4%	0%	9%	2%	11%	-19%	-17%	5%

The list continues:
Structure	HT1080NT lethal	HEK293 tox	GLP-1R agonist	SW480 rerep	KB-3-1 cytotox	GLP1R inv ag	HT1080 IDH1KD tx	TDP43 rescue	KB-V1 MDR tox
Cc1ccc(C(=O)NC(NCC2CCCO2)C(Cl)(Cl)Cl)cc1 (stereo not given)	-8%	-14%	-3%	-2%	2%	-30%	-8%	13%	?
CCOC(=O)C(NC(=O)c1ccccc1Cl)(Nc1ccc(C)c(C)c1)C(F)(F)F (stereo not given)	1%	-11%	-4%	4.1µM*	12%	-29%	0%	0%	?
CCCCN(C(=O)c1cc2ccccc2o1)c1c(N)n(CCC)c(=O)[nH]c1=O	25%	-1%	0%	1%	-2%	-6%	19%	8%	-2%
COc1ccc(CN2C(=O)CCC2(C)C(=O)NCc2cccnc2)c(OC)c1 (stereo not given)	6%	8%	-8%	3%	2%	0%	7%	16%	8%
Cc1ccc2cc(C)c(N3CCN(c4ccc(F)cc4)CC3)nc2c1	14%	4%	8%	-4%	-7%	0%	14%	11%	27%
O=C(O)C1CC(=O)N(Cc2ccc(F)cc2)C1 (stereo not given)	18%	-5%	-12%	-4%	6%	2%	22%	5%	13%
Cc1onc(-c2c(F)cccc2Cl)c1C(=O)OCC(=O)NC1CC1	-2%	4%	13%	-4%	0%	4%	-4%	-5%	-20%
COC(=O)c1ccc(N/C(=N/S(=O)(=O)c2ccccc2)c2ccccc2)cc1	7%	-3%	3%	3%	11%	-14%	2%	15%	-8%
COc1ccc2c(CC(=O)N[C@@H](Cc3ccccc3)C(=O)O)cc(=O)oc2c1C	5%	-4%	-7%	-1%	19%	57%[activator]	8%	-5%	16%
CN(C(=O)CSc1nnc(-c2cccs2)o1)C1CCS(=O)(=O)C1 (stereo not given)	14%	-2%	8%	4%	6%	28%	16%	-7%[0.397 µM]	10%

The final four compounds of the part before lead into the next:
Structure	HT1080NT lethal	HEK293 tox	GLP-1R agonist	SW480 rerep	KB-3-1 cytotox	GLP1R inv ag	HT1080 IDH1KD tx	TDP43 rescue	KB-V1 MDR tox
Cc1onc(-c2c(F)cccc2Cl)c1C(=O)OCC(=O)NC1CC1	-2%	4%	13%	-4%	0%	4%	-4%	-5%	-20%
COC(=O)c1ccc(N/C(=N/S(=O)(=O)c2ccccc2)c2ccccc2)cc1	7%	-3%	3%	3%	11%	-14%	2%	15%	-8%
COc1ccc2c(CC(=O)N[C@@H](Cc3ccccc3)C(=O)O)cc(=O)oc2c1C	5%	-4%	-7%	-1%	19%	57%[activator]	8%	-5%	16%
CN(C(=O)CSc1nnc(-c2cccs2)o1)C1CCS(=O)(=O)C1 (stereo not given)	14%	-2%	8%	4%	6%	28%	16%	-7%[0.397 µM]	10%
Cc1cccc(-n2ncc3c(N4CCC(C)CC4)ncnc32)c1	4%	-8%	17%	-8%	4%	?	1%	?	15%
Cc1ccc(C(=O)Nc2ccc(-c3cn4cccnc4n3)cc2)cc1C	nt	-3%	0%	nt	?	-6%	nt	?	-23%
COCCn1c(-c2ccccc2)nc2oc3ccccc3c(=O)c2c1=O	16%	-11%	1%	-5%	23%	19%	8%	-23%	1%
CC(C)OCCCNC(=O)c1cn(C)c2ccc(S(=O)(=O)N3CCCC3)cc2c1=O	5%	-11%	0%	19%	6%	12%	10%	-11%	?
CC1=C/C(=N\NC(=O)c2ccccc2)CC1	12%	-1%	14%	-3%	0%	-4%	0%	13%	-2%
Cc1ccc([N+](=O)[O-])cc1N(CC(=O)Nc1ccc(S(=O)(=O)Nc2cccc(C(F)(F)F)c2)cc1)S(C)(=O)=O	?	?	-20%	?	?	1µM*	?	-8%	-2%
C=C(C)CSc1nc2ncccc2[nH]1	10%	-3%	-2%	3%	4%	5%	9%	-10%	3%
OC[C@@H]1CN(Cc2cccnc2)C[C@H](n2cnc3c(N4CCCC4)ncnc32)O1	6%	1%	-4%	nt	0%	9%	6%	-3%	1%
COc1ccc(OC)c(NC(=O)NCc2cccnc2)c1	1%	-2%	0%	-8%	-11%	5%	16%	-15%	-2%
Cc1cc(N2CCOCC2)nc2ccc(NC(=S)NCCN(C)C)cc12	-19%	?	13%	12%	-15%	?	0%	-10%	-18%
CCCC(=O)Nc1cc(OC)c(NC(=O)NC2CCCCC2)cc1OC	-1%	-18%	3%	1%	21%	-7%	21%	-15%	-10%
O=C1CC(C(=O)Nc2ccc(C(=O)N3CCOCC3)cc2)C2(CCCCC2)O1 (stereo not given)	5%	-1%	-4%	-5%	3%	14%	11%	7%	?
Cc1ccsc1/C=N/n1cnc2sc(C)c(C)c2c1=O	11%	9%	15%	-7%	17%	4%	-5%[9.24 µM]	2%	?
